Screens: PubChem, National Center for Advancing Translational Sciences (NCATS)
IL2 activator – IL-2 activation | IL-2 activation reporter assay, cell-based qHTS; stimulated with anti-CD3/CD4/CD28 beads; in transgenic mouse T cells | activation, % (series mostly up to about 46 µM) | hit rate 0.065% among 360,000; in the data active = activation above about 50%; inconclusive = mostly about 30% to 49%; note: 0% is about no effect
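EGFP and DsRed fluorescence is measured by plate cytometry in unstimulated transgenic mouse T cells exposed to compound for 60 minutes, then stimulated 18 hours at 37 degrees C with anti-CD3/anti-CD4 beads plus anti-CD28.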
WRN inhibitor – inhibitors of human WRN helicase; Q14191; WRN helicase unwinding, fluorescent forked duplex, kinetic; Potency, µM (titrated, usually from 114 µM), for inactives: top-dose activity change, negative = inhibition, hits mostly inhibitors; hit rate 0.46% among 360,000; AID 651768; note: potency is the fitted concentration of half-maximal effect; % is set by controls: 0 for no effect and ±100 for the full control effect; nearly all actives have a fitted effect of over 55% in size
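Fluorescence dequenching readout, ex 525 nm/em 598 nm, kinetic mode: forked duplex DNA (100 nM final) with adjacent fluorophore and quencher unwound by WRN (20 nM final) with 2 mM ATP. Compound preincubation 15 min, room temperature.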
EPAC1 antag – blocks human EPAC1 exchange factor | O95398 | EPAC1 GEF assay, Rap1b-BODIPY-GDP exchange fluorescence | Potency, µM (highest dose often 115 µM), for inactives: top-dose activity change, negative = inhibition, most hits filed as inhibitors | hit rate 0.14% among 360,000;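 note: potency is the fitted concentration of half-maximal effect; plate controls were vehicle for no effect and positive control for full effect; nearly all actives have a fitted effect of over 50% in size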
CCT modulator – modulators of cytosolic chaperonin (CCT/TRiC) activity; activity change, % (no concentration beside the values), hits read low; AID 651819; hit rate 0.3% among 360,000; purified chaperonin ATPase assay, HTRF ADP detection, 30 min; in the data active = activity change below about -30%; note: % is set by controls: 0 for no effect and ±100 for the full control effect
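First, chaperonin was dispensed at 40 nM or 20 nM final depending on batch activity. Next, compounds were pinned at 76 uM and ATP added at 10 uM. After 30 min at 37 °C, ADP detection reagents ran 30 min at ambient temperature.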
PLK1 PBD block – PLK1 (human) polo-box domain binding inhibition. Plk1 PBD binding of FITC phosphopeptide, fluorescence polarization. AID 720504. Potency, µM, for the others: max response, negative = inhibition, most hits filed as inhibitors. hit rate 2.8% among 360,000. P53350; note: potency is the fitted concentration of half-maximal effect; series mostly up to about 57 µM; % is set by controls: 0 for no effect and ±100 for the full control effect; nearly all actives have a fitted effect of over 65% in size
Target sequence (P53350 whole entry, looked up, the tested form may be a part): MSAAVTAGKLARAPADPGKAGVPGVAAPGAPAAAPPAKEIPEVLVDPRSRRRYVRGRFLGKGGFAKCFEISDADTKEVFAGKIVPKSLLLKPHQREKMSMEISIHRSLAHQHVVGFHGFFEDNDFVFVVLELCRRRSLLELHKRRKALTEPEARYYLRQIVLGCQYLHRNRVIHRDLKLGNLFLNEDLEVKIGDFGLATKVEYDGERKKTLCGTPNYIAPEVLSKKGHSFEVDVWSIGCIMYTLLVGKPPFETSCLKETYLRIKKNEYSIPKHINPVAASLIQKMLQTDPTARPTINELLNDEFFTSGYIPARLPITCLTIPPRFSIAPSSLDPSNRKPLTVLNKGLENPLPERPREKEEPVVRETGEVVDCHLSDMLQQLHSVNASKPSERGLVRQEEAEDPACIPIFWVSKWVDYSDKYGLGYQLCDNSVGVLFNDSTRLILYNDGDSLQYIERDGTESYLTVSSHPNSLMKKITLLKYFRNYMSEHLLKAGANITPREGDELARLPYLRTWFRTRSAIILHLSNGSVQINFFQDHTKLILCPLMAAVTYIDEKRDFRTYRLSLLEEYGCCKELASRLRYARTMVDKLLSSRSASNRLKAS
EPAC1 agonist – EPAC1 (human) agonism. hit rate 0.073% among 360,000. EPAC1 agonist qHTS, biochemical assay; response scale: 100% = response to 6.5 mM cAMP. O95398. Potency, µM (titrated, usually from 154 µM), without a hit: at the highest dose activation, actives largely listed as activators; note: potency is the fitted concentration of half-maximal effect; nearly all actives have a fitted effect of over 60% in size
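Nucleotide exchange by EPAC1 (100 nM) on Rap1B–BODIPY-GDP (250 nM) in the presence of 50 uM GDP is tracked fluorescently at 480/540 nm over 30 min. Signals are normalized to a 6.5 mM cAMP control.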
PI5P4Ka inh – PI5P4K alpha (human) kinase inhibition; hit rate 1.2% among 330,000; AID 652105; P48426; PI5P4Kalpha enzyme, ADP-Glo luminescence, 60 min; hits give low values; max response, %; active = max response of -50% or lower; inconclusive = between -30% and -50%; inactive = -30% or higher; note: value at the top dose of about 77 µM; % is set by controls: 0 for no effect and ±100 for the full control effect
Target sequence (P48426 whole entry, looked up): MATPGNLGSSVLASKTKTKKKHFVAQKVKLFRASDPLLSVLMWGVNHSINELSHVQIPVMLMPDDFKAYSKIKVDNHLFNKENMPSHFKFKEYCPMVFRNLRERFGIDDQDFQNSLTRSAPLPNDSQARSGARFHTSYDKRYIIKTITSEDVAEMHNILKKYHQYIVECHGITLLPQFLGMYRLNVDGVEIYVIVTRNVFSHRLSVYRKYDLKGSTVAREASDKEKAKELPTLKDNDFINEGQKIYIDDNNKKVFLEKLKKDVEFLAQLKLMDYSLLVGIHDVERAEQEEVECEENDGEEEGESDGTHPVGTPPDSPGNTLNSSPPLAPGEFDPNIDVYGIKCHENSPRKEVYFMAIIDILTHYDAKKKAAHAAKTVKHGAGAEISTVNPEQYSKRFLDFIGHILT
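PI5P4Kalpha ADP-Glo assay; 5 microM ATP final; 60 min RT reaction; HEPES pH 7.4/EGTA/CHAPS, 5% DMSO; controls lacking substrate or enzyme; luminescent end-point.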
EPAC2 agonist – agonists of human EPAC2 (RAPGEF4) | Potency, µM (doses to about 154 µM), without a hit: at the highest dose activation, hits mostly activators | EPAC2 activation, biochemical qHTS; response scale: 100% = 6.5 mM cAMP response | hit rate 0.079% among 360,000 | Q8WZA2; note: potency is the fitted concentration of half-maximal effect; nearly all actives have a fitted effect of over 50% in size
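In this primary screen, activation is scored as increased exchange of BODIPY-GDP from Rap1B by 100 nM EPAC2, with 50 uM GDP as competitor. Signal is normalized to the 6.5 mM cAMP agonist control.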
The depositor's hits bear a star; ? = inconclusive; . = no result given; [ ] = remark or other dose. Unless noted, calls come from the whole dose curve; as a rule, active = well fitted curve in the direction sought with a large enough effect; inconclusive = small, poorly fitted or top-dose-only effect, or another doubt; inactive = no such curve, though single readings can be large; an effect the other way counts as inactive or inconclusive. These rows are one share of the data; count on the stated rates, not on these rows.

SMILES	IL2 activator	WRN inhibitor	EPAC1 antag	CCT modulator	PLK1 PBD block	EPAC1 agonist	PI5P4Ka inh	EPAC2 agonist
COc1ccc(CN2CCN(S(=O)(=O)c3ccccc3)CC2)c(OC)c1OC	0.1	-12%	-11%	-1.8	0%	3%	2	11%
O=C1C(Cl)=C(NC2CCCCC2)C(=O)N1Cc1ccccc1	-2.5	-6%	-20%	-1.4	-17%	14%	1	0%
Cc1ccc(OCCNc2cc(N3CCN(CCO)CC3)ccc2[N+](=O)[O-])cc1C	-0.2	-22%	-10%	1.7	-20%	17%	3	3%
COc1ccc(-c2noc(CCC(=O)N3CCN(c4cccc(C)c4C)CC3)n2)cc1	0.5	1%	-28%	-5.3	-6%	-9%	20	9%
COC(=O)CS(=O)(=O)c1cc(Br)cc2c1N(C(C)=O)CC2	-0.2	3%	8%	0.5	-9%	8%	-11	7%
O=C(Cc1cccs1)NCCc1ccc(Cl)cc1	-3.2	4%	7%	1.3	1%	-4%	1	-2%
Cc1ccc(-n2c(C)cc(C(=O)OCC(=O)N(C)C3CCS(=O)(=O)C3)c2C)cc1 (stereo unspecified)	-0.9	-6%	-23%	-3.8	-9%	-20%	-1	4%
CC(C)(C)NC(=O)C(=O)NCc1ccccn1	-1.1	-12%	?	-3.2	-4%	6%	3	-4%
CN(C(=O)c1cccc(NC(=O)Cc2ccc(NC(=O)C3CCN(S(=O)(=O)c4cccc([N+](=O)[O-])c4)CC3)cc2)c1)C1CCC1	-0.3	-6%	-19%	0.3	-5%	2%	-1	-3%
Cc1cc(Nc2cccc(F)c2)nc(N2CCOCC2)n1	-0.8	0%	1%	-0.4	6%	-5%	1	6%
CN(c1ccc(C(=O)NCC2CCCO2)cc1)S(C)(=O)=O (stereo unspecified)	-3.5	-13%[57.1 µM]	17%	-3.8	-7%	1%	.	1%
O=C(CCC1CCCCC1)NCCN1CCOCC1	-0.5	-12%	-7%	-12	-6%	2%	1	-1%
O=C(c1oc2ccccc2c1N1CCCCC1)N1CCCCC1	-0.3	2%	-4%	-2.8	1%	12%	.	5%
Cc1ccc(S(=O)(=O)NCc2ccc(N3CCN(C(=O)OC(C)(C)C)CC3)cc2)cc1	-2.6	5%	0%	0.5	-12%	-3%	-9	3%
CCOC(=O)c1[nH]c(C)c(C(=O)NC2CCN(C(=O)OCC)CC2)c1C	-0.1	8%	4%	0.6	-4%	6%	-9	-3%
Cc1ccc(NC(=O)CSCC(=O)Nc2ccccc2N2CCCC2)cc1	-0.3	2%	-11%	-1.7	0%	-2%	0	2%
CCN(CC)S(=O)(=O)c1cc(C(=O)O)c(Cl)cc1Cl	-1.3	4%	4%	-0.8	-6%	-2%	-6	0%
CS(=O)(=O)N(CC(=O)N1CCOCC1)c1ccc2c3c(cccc13)CC2	0.4	5%	4%	-0.8	-11%	-2%	-5	-4%
CC(C)OC(=O)c1ccc(NC(=O)Cn2c(-c3nonc3N)nc3ccccc32)cc1	-0.4	-2%	-1%	-1.9	-30%	2%	2	4%
CCC(Oc1ccccc1)C(=O)N1CC(C)CC(C)C1 (stereo unspecified)	-2.6	5%	-1%	1.0	-19%	-9%	3	-10%
NS(=O)(=O)c1ccc(NN=C2CCN(Cc3ccccc3)CC2)c([N+](=O)[O-])c1	-0.4	-10%	-20%	-2.2	3%	7%	1	-4%
Cc1ccc(S(=O)(=O)NCCC(=O)Nc2ccc(C)c(Cl)c2)cc1C	0.3	-24%	-9%	-0.7	-9%	6%	7	2%
Cc1ccc(Cl)cc1-c1cc(C(=O)NCc2ccccc2)[nH]n1	-0.5	-3%	-5%	0.0	5%	-6%	0	8%
Cc1scc(C(=O)N/N=C/c2ccc(OCC(C)C)cc2)c1C	-3.4	9%	1%	2.9	1%	-3%	1	-1%
COc1ccccc1C(=O)NCC1(c2ccccc2)CCCC1	-3.1	-4%	-20%	-4.7	4%	17%	0	15%
C[C@@H](c1ccccc1)N1C[C@@H](COCc2ccccc2)Oc2cc(N3CC[C@H](O)C3)ccc2S1(=O)=O	-1.0	-7%	-29%	0.5	-2%	3%	-1	9%
CC(C)C(C(=O)NCc1ccco1)N(C(=O)CNS(=O)(=O)c1ccccc1)c1ccccc1 (stereo unspecified)	-0.8	2%	-9%	-1.0	-10%	3%	-2	13%
CC(NC(=O)c1ccc(NC(=O)c2ccco2)cc1)c1ccccc1 (stereo unspecified)	0.0	-11%	6%	-1.2	-3%	-2%	3	-2%
COc1cc2nc(Cl)nc(NCCO)c2cc1OC	-0.6	5%	-9%	0.4	-11%	4%	0	7%
Cc1ccc(S(=O)(=O)N(C)CC(=O)OCC(=O)Nc2ccccc2)cc1	1.4	-5%	-14%	-25	?	-3%	1	0%
Cc1nc2scc(-c3cccs3)c2c(=O)o1	-0.5	1%	-2%	0.8	-6%	-2%	-22	8%
COc1ccc(S(=O)(=O)N2CCN(C(=O)c3c(-c4ccccc4)noc3C)CC2)cc1	1.2	-6%	2%	0.6	-4%	17%	4	0%
CCCn1c(-c2cccc([N+](=O)[O-])c2)nc2c1c(=O)[nH]c(=O)n2Cc1ccccc1	2.7	9%	12%	-0.8	-5%	-4%	-6	7%
COc1ccc(NC(=O)COC(=O)CNS(=O)(=O)c2ccccc2)cc1OC	2.6	-4%	2%	-1.8	-4%	-9%	-4	4%
Cc1cccc(NC(=O)CSc2nc(-c3ccccc3)c(C#N)c(=O)[nH]2)c1C	-0.3	-12%	-7%	-4.9	-13%	12%	?	-3%
Cc1[nH]nc(SCC(=O)NC2CCCC2)c1[N+](=O)[O-]	0.8	-5%	7%	0.0	-4%	7%	-3	3%
CSCCC(NC(=O)c1ccc(=O)n(C)n1)c1nc2ccccc2[nH]1 (stereo unspecified)	-2.4	4%	-10%	-2.9	-6%	15%	-10	5%
O=C(CSc1nnc(-c2ccncc2)o1)c1cccc([N+](=O)[O-])c1	-3.4	?	-10%	-2.0	-26%	5%	-8	9%
Cn1c(CNC(=O)c2ccc(F)cc2)cc2ccccc21	-0.9	-3%	?	-1.9	-28%	-5%	-2	6%
CC(=O)C12CCCCC1CC1[C@@H]3CC(C)C4=CC(=O)CC[C@]4(C)C3CC[C@@]12C (stereo partly specified)	-0.6	11%	7%	-0.1	-9%	8%	-2	-1%
O=C(N=C1SC2CS(=O)(=O)CC2N1c1ccccc1)C1CCCCC1 (stereo unspecified)	-1.4	3%	-7%	-1.7	-9%	6%	-3	0%
Cc1ccc(NC(=O)CN(C)C(=O)C2CSC3(C)CCC(=O)N23)cc1 (stereo unspecified)	1.5	2%	-7%	-0.6	-20%	-3%	-1	0%
CN(Cc1cccc(Cl)c1Cl)C(=O)c1ccccc1SCC(=O)N1CCCC1	-3.4	2%	10%	0.3	1%	-1%	3	5%
COc1ccc(C2=CC(c3cccc(OC)c3)n3nnnc3N2)cc1 (stereo unspecified)	3.4	-21%[57.1 µM]	?	1.1	-5%	1%	1	0%
CC(=O)NNc1ncnc2c1cnn2-c1ccc(C)c(C)c1	0.2	-3%	5%	-4.5	-4%	6%	-1	1%

Five entries from above, with bars between the fields:
smiles | IL2 activator | WRN inhibitor | EPAC1 antag | CCT modulator | PLK1 PBD block | EPAC1 agonist | PI5P4Ka inh | EPAC2 agonist
COc1ccc(S(=O)(=O)N2CCN(C(=O)c3c(-c4ccccc4)noc3C)CC2)cc1 | 1.2 | -6% | 2% | 0.6 | -4% | 17% | 4 | 0%
CCCn1c(-c2cccc([N+](=O)[O-])c2)nc2c1c(=O)[nH]c(=O)n2Cc1ccccc1 | 2.7 | 9% | 12% | -0.8 | -5% | -4% | -6 | 7%
COc1ccc(NC(=O)COC(=O)CNS(=O)(=O)c2ccccc2)cc1OC | 2.6 | -4% | 2% | -1.8 | -4% | -9% | -4 | 4%
Cc1cccc(NC(=O)CSc2nc(-c3ccccc3)c(C#N)c(=O)[nH]2)c1C | -0.3 | -12% | -7% | -4.9 | -13% | 12% | ? | -3%
Cc1[nH]nc(SCC(=O)NC2CCCC2)c1[N+](=O)[O-] | 0.8 | -5% | 7% | 0.0 | -4% | 7% | -3 | 3%

(further entries)
SMILES	IL2 activator	WRN inhibitor	EPAC1 antag	CCT modulator	PLK1 PBD block	EPAC1 agonist	PI5P4Ka inh	EPAC2 agonist
CCOc1ccc(C2/C(=C(\O)c3ccc4c(c3)OCCO4)C(=O)C(=O)N2Cc2cccnc2)cc1OCC (stereo unspecified)	-1.0	-9%	-3%	0.4	-19%	11%	0	6%
c1ccc2c(c1)nc(NCCN1CCOCC1)c1nncn12	1.4	-2%	-5%	0.9	4%	-14%	0	12%
O=C(CC1CCCCC1)NCc1ccccc1	-3.5	5%	-10%	0.5	2%	-14%	1	-4%
Fc1ccccc1CSc1ncnc2c1ncn2C1CCCO1 (stereo unspecified)	-0.4	-7%	-30%	-2.3	-5%	3%	-1	11%
Cc1cc(NC(=O)CSc2nccn2-c2cccc(Cl)c2)no1	0.6	-17%	13%	-4.2	-7%	-18%	-1	1%
CC(CN1CCN(C)CC1)OC(=O)c1cccc(Cl)c1 (stereo unspecified)	0.0	-5%	1%	-0.7	-7%	7%	10	1%
O=C(/C=C/c1ccco1)Nc1ccc(S(=O)(=O)N2CCOCC2)cc1	-0.3	5%	-10%	1.3	-6%	10%	-5	12%
COc1cc(NC(=O)Nc2ccc(Cl)c(Cl)c2)c(C(=O)O)cc1OC	0.0	-17%	-29%	-0.8	-23%	3%	-1	0%
O=C(/C=C/c1ccccc1[N+](=O)[O-])NCCc1ccc(F)cc1	-1.5	1%	-2%	-1.0	-2%	-15%	-2	6%
O=C1CC(c2nc3ccccc3[nH]2)CN1c1ccccc1F (stereo unspecified)	-1.6	-2%	-8%	1.2	-1%	1%	8	7%
O=C(COC(=O)c1c2c(nc3ccccc13)/C(=C/c1cccc([N+](=O)[O-])c1)CCC2)NC1CCS(=O)(=O)C1 (stereo unspecified)	-0.6	-32%	-19%	-0.2	-9%	2%	24	20%
CC(C)(C)CC(C)(C)NC(=O)c1ccc2snnc2c1	-3.6	-5%	-7%	-4.2	-6%	0%	-22	7%
C=CCn1c(-c2csc(-c3ccccc3)n2)n[nH]c1=S	0.0	3%	-3%	-1.4	-23%	2%	-20	8%
Cc1cc(C)c(C#N)c(Nc2cccc(Br)c2)n1	0.3	1%	26%	-1.1	-6%	5%	10	7%
O=C(CCCc1ccccc1)Nc1ccnn1C1CCN(Cc2ccccc2)CC1	-2.9	2%	14%	0.7	7%	-11%	-1	-9%
CC(C)(C)c1ccc(OCC(=O)Nc2ccc(-c3nc4cccnc4o3)cc2)cc1	-0.2	-5%	-3%	-2.3	-6%	-2%	1	-11%
